# M. tuberculosis GlmU: inhibition of mycobacterial GlmU enzyme – biochemical, glucosamine-1-phosphate acetyltransferase (AID 1376); M. tuberculosis GlmU acetyltransferase enzyme assay; higher % means a stronger effect; one-dose inhibition, %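 (tested at 30 µM in the primary screen)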; IC50 in µM for titrated hits; 220,000 compounds, 0.25% hits; in the data active = inhibition above about 13%;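 note: 0% = complete reaction with vehicle and 100% = reaction without substrate; strong numbers were not always called active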
# Mtb RmlCD inh: M. tuberculosis RmlC/RmlD inhibition; 160,000 compounds, 0.03% hits; RmlC+RmlD coupled enzyme assay, percent inhibition; primary screen in compound mixtures; AID 1533; P9WH09+P9WH11; inhibition, % at 3.6 µM; in the data active = inhibition mostly above about 34%, no sharp cut-off; note: some results filed as inactive read as strong as hits
# Target sequence (P9WH09 whole entry, looked up): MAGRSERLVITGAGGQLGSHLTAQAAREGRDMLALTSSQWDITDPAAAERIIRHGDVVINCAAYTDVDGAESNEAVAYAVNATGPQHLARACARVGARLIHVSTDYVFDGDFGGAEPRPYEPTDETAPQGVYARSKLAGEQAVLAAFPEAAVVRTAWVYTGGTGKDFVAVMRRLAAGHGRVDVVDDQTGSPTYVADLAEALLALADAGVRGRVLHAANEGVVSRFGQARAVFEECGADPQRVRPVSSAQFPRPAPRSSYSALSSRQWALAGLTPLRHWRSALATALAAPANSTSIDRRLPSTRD
# Target sequence (P9WH11 whole entry, looked up): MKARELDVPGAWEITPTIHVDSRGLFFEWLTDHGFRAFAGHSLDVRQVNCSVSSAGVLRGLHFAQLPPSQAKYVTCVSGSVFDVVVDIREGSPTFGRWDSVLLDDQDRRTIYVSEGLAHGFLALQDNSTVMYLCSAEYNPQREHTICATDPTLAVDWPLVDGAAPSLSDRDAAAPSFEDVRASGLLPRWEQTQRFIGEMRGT
# * = called active by the depositor; nt = not tested or not shown. Not all compounds are listed, so the mix of outcomes need not match the whole.
SMILES,M. tuberculosis GlmU,Mtb RmlCD inh
Cc1ccn2cc(-c3nonc3C)cc2c1,-3.1%,-2.1
O=C(CSc1nn(-c2ccccc2)c(=S)s1)NC1CCS(=O)(=O)C1 (stereo not given),2.4%,-3.6
CCN(C(=O)COC(=O)c1c(-c2ccccc2)noc1C)C1CCS(=O)(=O)C1 (stereo not given),5.7%,-2.9
CC(Sc1nc2ccccc2s1)C(=O)Nc1nnc(C(C)C)s1 (stereo not given),2.0%,9.2
C#Cc1ccc2c(c1)COc1c3ccccc3nn1-2,0.9%,nt
Cc1ccc2cc(C(c3nnnn3C3CCCC3)N3CCN(c4ccc(F)cc4)CC3)c(=O)[nH]c2c1 (stereo not given),8.0%,nt
CCOc1ccccc1/C=N/NC(=O)CNC(=O)c1cccs1,-1.1%,6.3
Cc1cc(Br)ccc1OCC(=O)NNC(=O)C(=O)Nc1ccccc1,-2.2%,6.3
O=C1CCC([N+](=O)[O-])C(c2ccc3c(c2)OCO3)N1 (stereo not given),4.0%,7.6
Cc1ccc(NS(=O)(=O)c2ccc(OCC(=O)Nc3cccc([N+](=O)[O-])c3)c(C)c2)cc1,-0.1%,9.8
CC1(C)CC(=O)c2cn3nc(C(F)(F)F)nc3nc2C1,4.8%,8.4
CCCNC(=O)C(Cc1ccccc1)NS(=O)(=O)c1ccc2c(c1)CCC(=O)N2 (stereo not given),5.0%,nt
CCCCCC(=O)Nc1ncc2c(n1)CC(c1cccs1)CC2=O (stereo not given),-2.8%,12.1
CN1CCC(N(C)C(=S)NC(=O)c2cc(-c3cccc(Br)c3)nc3ccccc23)CC1,-4.9%,nt
COc1ccc(NC(=O)c2ccc(C#N)cc2)cc1NS(=O)(=O)c1ccc(F)cc1,3.6%,0.7
CCOc1cc(CNCC(C)C)c(Cl)cc1OCC(=O)Nc1ccccc1,-1.9%,nt
COc1cc(/C=N/NC(=O)C2CCN(CC(O)COCc3ccccc3)CC2)cc(OC)c1OC (stereo not given),-3.0%,7.3
CCc1cc2c(-c3ccccc3)cc(=O)oc2c(CN2CCOCC2)c1O,4.2%,5.6
Cc1ccc(-n2c(SCC(=O)N/N=C/c3ccccc3OCC(=O)O)nc3ccccc3c2=O)cc1,5.2%,-11.3
C[C@@H]1C[C@H]2OC(=O)C3(CO3)[C@H]2[C@H](O)[C@]2(C)C(=O)C3OC3[C@@H]12 (stereo not given in full),-0.9%,7.0
CCOc1cc(C(=O)Nc2ccc([N+](=O)[O-])cn2)cc(OCC)c1OCC,1.6%,3.0
Cc1c(Cl)cnc(NC(=O)COC(=O)CCc2nc3ccccc3s2)c1Cl,-1.4%,10.3
N/C(COc1ccccc1)=N\NC(=O)c1cccnc1Oc1ccccc1,3.0%,35.4
Cc1cc(C(F)(F)F)nn1Cc1n[nH]c(=S)n1Cc1ccccc1,-1.7%,-9.8
O=C(N/N=C\c1ccc(F)cc1)c1ccc(F)cc1,-2.8%,-2.7

# The results go on.
SMILES,M. tuberculosis GlmU,Mtb RmlCD inh
CCOc1ccc(C(=O)n2cnnc2N)cc1,-2.0%,nt
OC(COc1cc(Cl)c(Cl)cc1Cl)CN1CCN(c2ncccn2)CC1 (stereo not given),-0.8%,-5.3
O=C(CCC(=O)c1cccs1)NCc1ccc(F)cc1,1.6%,-4.0
O=C(NN1CCN(Cc2ccccc2Cl)CC1)c1ccc(Cl)cc1,-1.5%,nt
Clc1c(-c2ccccc2)nnn1-c1ccccc1,6.8%,4.7
COC(=O)CSc1nc(C)cc(C)c1C#N,0.8%,-10.2
O=C(NN1C(=O)CSC1=S)c1cccnc1,1.3%,-6.2
COc1ccc(CC2C(=O)OC(C)(C)OC2=O)cc1,-0.9%,7.9
COc1ccccc1N1CCN(CC(=O)Nc2cc(F)ccc2C)CC1,0.8%,-9.3
CC(=O)Nc1ccc(NC(=O)/C=C/c2ccc(Cl)cc2)cc1,-4.6%,3.6
Cc1ccc(C(=O)NNC(=O)c2cccnc2SCc2cccc([N+](=O)[O-])c2)cc1,1.9%,-10.0
C/C(=N\NC(=O)c1[nH]c2c([N+](=O)[O-])cc(C)cc2c1-c1ccccc1)c1cccnc1,2.4%,27.8
O=C(CN1CCOc2ccccc21)NCc1cccs1,3.8%,6.8
Cn1c(=O)n(C)c2cc([N+](=O)[O-])c(N3CCN(S(=O)(=O)c4ccccc4)CC3)cc21,-5.6%,10.8
COc1ccc(-c2cc(C(=O)NNC3=NCCC3)c3c(C)nn(-c4ccccc4)c3n2)cc1,-6.0%,-4.3
Cc1cccc(N=Cc2[nH]c3ccc(Br)c(Cl)c3c2O)c1,6.8%,-5.5
Cc1c2cnn(CC(=O)Nc3cccc(C(F)(F)F)c3)c(=O)c2c(C)n1Cc1ccccc1F,3.7%,15.9
COc1cc(C(=O)N[C@H](C(=O)NC2CCCCCC2)C(C)C)cc(OC)c1OC,0.3%,nt
C/C(=N\Nc1nc(N2CCCCCC2)nc(N2CCCCCC2)n1)c1ccccc1,-4.5%,-6.9
CCC(CCC(=O)Nc1nncs1)C(=O)O (stereo not given),-6.0%,-3.9
CCCNC(=O)CNC(=S)N(Cc1ccccc1F)C1CCCCC1,10.8%,-7.4
COCCCNc1nc2c([nH]1)c(=O)[nH]c(=O)n2C,-3.3%,-5.8
COc1cccc(NC(=O)CNC(=O)c2ccc([N+](=O)[O-])cc2)c1,2.8%,nt
CC(=O)N1c2c(cc(Br)cc2S(=O)(=O)N2CCN(c3ccccn3)CC2)CC1C (stereo not given),-3.4%,nt
Cc1c(Cl)cccc1NC(=O)CSc1nnc(C)n1-c1ccccc1,4.0%,7.7

# Complete entries, looked up by structure. Order of screens: M. tuberculosis GlmU, Mtb RmlCD inh
# `COc1cc(C(=O)N[C@H](C(=O)NC2CCCCCC2)C(C)C)cc(OC)c1OC` reads 0.3%, nt
# `COCCCNc1nc2c([nH]1)c(=O)[nH]c(=O)n2C` reads -3.3%, -5.8
# `O=C(CN1CCOc2ccccc21)NCc1cccs1` reads 3.8%, 6.8
# `Clc1c(-c2ccccc2)nnn1-c1ccccc1` reads 6.8%, 4.7
# `CCCNC(=O)CNC(=S)N(Cc1ccccc1F)C1CCCCC1` reads 10.8%, -7.4

# The list goes on.
SMILES,M. tuberculosis GlmU,Mtb RmlCD inh
CN1CCN(C2=NC(=O)/C(=C/c3cn[nH]c3-c3ccccc3)S2)CC1,-0.6%,-10.5
CN(C)S(=O)(=O)c1cccc(COC(=O)C2=COCCO2)c1,2.0%,11.4
On1c(-c2ccccc2)nc2ccc(Cl)cc21,2.7%,-5.8
CC(C)CNC(=O)CSc1nc(-c2cccs2)cc(C(F)(F)F)n1,-3.0%,nt
COc1ccc(C2=NOC(C(=O)NCc3ccco3)C2)cc1OC (stereo not given),-0.7%,-4.3
Cc1cc(C)cc(NC(=O)CCn2ccnc2C)c1,-1.4%,nt
CN(C)/C=C/C(=O)/C=C/c1ccc(Cl)cc1Cl,0.0%,16.7
CCC(=O)N(Cc1ccccc1)c1ccccn1,0.3%,-7.9
C=CCNC(=O)c1cccc(NS(=O)(=O)c2ccc(Cl)cc2)c1,3.5%,-5.8
CCOC(=O)c1ccc(N2C(=O)CC(NC3CCN(C(=O)c4ccc(F)cc4)CC3)C2=O)cc1 (stereo not given),-3.4%,-5.5
NS(=O)(=O)c1ccc(NC(=O)CSc2nnc(COc3ccccc3Cl)n2C2CC2)cc1,13.3%*,nt
CC(C)(C)C(=O)OC/C(N)=N/OC(=O)c1ccccc1,nt,-8.1
O=C(CCCN1C(=O)/C(=C/c2cccs2)SC1=S)Nc1cccc(C(=O)O)c1,7.6%,9.9
CN1C(=O)NC(c2ccccc2)C2=C1CN(c1cccc(C(F)(F)F)c1)C2=O (stereo not given),26.4%,nt
Cc1nc(NCC2CCCO2)[nH]c(=O)c1CCC(C)C (stereo not given),1.7%,-5.8
Cc1ccc(-n2nnc(-c3ccnc4ccccc34)n2)cc1,0.2%,nt
O=C(c1cccc([N+](=O)[O-])c1)N1CCOCC1,3.1%,nt
Cc1ccc(CC(=O)NCC(c2ccco2)N(C)C)cc1C (stereo not given),0.6%,-12.4
COc1ccc(OC)c2c1sc(=NC(=O)C1CC1)n2C,5.6%,nt
O=C(/C=C/c1ccccc1Cl)Nc1ccc2c(c1)C(=O)NC2=O,6.9%,7.8
O=Cc1ccc(OCc2nnsc2Cl)cc1,-6.5%,-10.7
CN1C(=O)CC(N2CCN(Cc3ccc(Cl)cc3)CC2)C1=O (stereo not given),1.1%,nt
CCC(/C=C1\Sc2ccc(OC)cc2N1CC)=C\c1sc2ccc(OC)cc2[n+]1CCCS(=O)(=O)[O-],1.9%,-10.3
Cc1cccc(C)c1NC(=O)C(c1ccccc1)N1CCC2(CC1)OCCO2 (stereo not given),-0.3%,nt
O=C(NC(=S)N1CCN(C/C=C/c2ccccc2)CC1)c1c(F)cccc1F,6.0%,5.1

# New compounds follow:
SMILES,M. tuberculosis GlmU,Mtb RmlCD inh
Cn1c(=O)c2c(ncn2CC(=O)N2CCN(C(=O)c3ccco3)CC2)n(C)c1=O,-3.1%,16.0
COc1ccc(CCNC(=O)COC(=O)c2ccc(Br)o2)cc1,-3.4%,-9.3
CC(NC(=O)CCn1c(=S)[nH]c2ccsc2c1=O)c1ccccc1 (stereo not given),-3.5%,-6.9
CCOC(=O)Cc1csc(NS(=O)(=O)c2ccc(F)cc2)n1,-0.5%,16.8
CCc1cc2ccccc2nc1SCC(=O)Nc1cc(C)on1,5.8%,nt
CN(c1nc2ccccc2n2c(-c3ccco3)nnc12)S(=O)(=O)c1ccccc1,1.5%,nt
CCN1C2=NCCCN2c2cc(C)c(C)cc21,-4.3%,nt
Cc1ccccc1NC(=O)c1ccc(N/N=C/c2ccccc2O)c([N+](=O)[O-])c1,nt,1.7
Cc1cc(C)c(C#N)c(Oc2ccccc2)n1,-4.8%,nt
C=CCN(CC=C)C(=O)C1CCC(C(=O)N(CC=C)CC=C)CC1 (stereo not given),1.8%,-6.2
O=C1CCCc2nc(N3CCN(c4ccccc4)CC3)ncc21,2.1%,-0.8
CC(C)CN=CC1=C(O)c2ccccc2C1=O,6.3%,79.0
CC1(N(O)C=C2C=CC(=O)C=C2)CCCCC1=O (stereo not given),3.2%,-8.8
Cc1ccc(C(C)C)c(OCc2nnc3n2CCCCC3)c1,-0.4%,nt
Cc1ccc(NC(=O)CSc2n[nH]c(-c3ccncc3)n2)cc1,-2.6%,13.7
O=C(/C=C/c1ccccc1)Nc1scc(-c2ccccc2)c1C(=O)O,6.8%,9.6
COCCCNC(=O)CCn1c(=O)c2ccccc2n(CC(=O)Nc2c(C)cccc2C)c1=O,7.1%,6.7
COc1ccc2c(=O)c3c(=O)n(-c4ccccc4)c(-c4ccc(C)cc4)nc3oc2c1,2.8%,-5.5
Cc1ccnc(NC(=O)C2(c3cccs3)CCOCC2)c1,1.3%,8.5
CCCCSc1nnc([C@@H](NC(=O)OC(C)(C)C)C(C)C)o1,nt,10.3
CCCCn1c2ccc(F)cc2c2nnc(NN)nc21,-2.7%,-12.1
Cc1ccc(-c2cc(-c3ccccc3)c3c(N)c(S(C)(=O)=O)sc3n2)cc1,2.3%,2.0
CC1CCC/C(=N/NC(=O)c2ccccc2-n2cccc2)C1 (stereo not given),-1.2%,nt
CC/C(=N\NC(=O)Nc1ccccc1)c1c(O)n(Cc2ccccc2)c(=O)[nH]c1=O,3.3%,12.9
Fc1cccc(CSc2nnc3ccc(-c4ccncc4)nn23)c1,-4.2%,10.2

# Grouped by structure, those above containing a cyano group (3)
SMILES,M. tuberculosis GlmU,Mtb RmlCD inh
COc1ccc(NC(=O)c2ccc(C#N)cc2)cc1NS(=O)(=O)c1ccc(F)cc1,3.6%,0.7
COC(=O)CSc1nc(C)cc(C)c1C#N,0.8%,-10.2
Cc1cc(C)c(C#N)c(Oc2ccccc2)n1,-4.8%,nt

# More entries follow:
SMILES,M. tuberculosis GlmU,Mtb RmlCD inh
Nc1c(C(=O)N2CCCC2)sc2nc3c(cc12)CCCCCC3,0.9%,nt
Cc1nc2ccccc2cc1C(=O)N/N=C/c1cccc([N+](=O)[O-])c1,1.1%,-8.7
C=CCNC(=S)Nc1nc2c(cc1C(=O)OCC)CCCC2,8.7%,-5.9
COc1ccc(N=C2S/C(=C\c3ccc(C)o3)C(=O)N2CC(C)C)cc1,-2.8%,-7.4
Cc1oc(C(C)(C)C)cc1C(=O)Nc1cccc(C(=O)O)c1,-4.0%,5.0
NS(=O)(=O)c1ccc(NC(=O)c2cc(-c3cccs3)nc3ccccc23)cc1,1.6%,-4.9
CCOC(=O)c1ccc(NC(=O)COC)cc1,-6.2%,nt
COc1ccc(C(=O)NCC(=O)OCC(=O)N2CCN(S(=O)(=O)c3ccccc3)CC2)cc1,2.7%,-13.3
CCOc1ccc(/C=N/NC(=O)Nc2ccccc2)cc1,1.8%,-8.2
O=C(O)c1ccc(Cl)c(S(=O)(=O)NCC2CCCO2)c1 (stereo not given),-0.3%,-3.4
O=C(Nc1ccc2c(c1)OCO2)c1ccc2nc[nH]c2c1,0.6%,8.1
O=C(CN1CCN(Cc2ccccc2)CC1)Nc1ccccc1-c1ccccc1,0.6%,-1.5
COc1cc(S(=O)(=O)NCCOC23CC4CC(CC(C4)C2)C3)c(OC)cc1Cl,2.1%,-4.2
O=C(CCN1C(=O)COc2ccccc21)NCc1cccs1,-2.7%,nt
COc1cccc(N(CC(=O)O)S(=O)(=O)c2ccccc2)c1,2.6%,nt
Cc1cc(NC(=O)C2CCCCC2C(=O)O)no1 (stereo not given),-2.6%,11.5
C/C(=N\NC(=O)C1CC1)c1ccc(N2CCOCC2)cc1,6.0%,8.6
CCOC(=O)C1=C(C)C(c2cccc(Oc3ccccc3)c2)NC(=S)N1 (stereo not given),-0.2%,nt
O=C(NCC(=O)N1CCN(c2ncccn2)CC1)c1cccs1,1.6%,-7.1
CCN1CCN(c2ccc(S(=O)(=O)N3CCCC3)cn2)CC1,3.4%,-5.8

# Source: PubChem (several laboratories)
